High-throughput results as filed in PubChem BioAssay.
S1P3 ag = agonists of human S1P3 receptor; Q99500; activation, % at 4.5 µM; AID 373; hit rate 0.1% among 60,000; S1P3 NFAT-BLA reporter cells, agonism, FRET ratio; relative to 1 µM S1P, basal subtracted;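 active = activation above the screen-wide mean plus 3 SD, cut at about 4.5% in these data, passing the limit was not always enough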; also: some compounds called inactive have numbers as strong as hits
Target sequence (Q99500 whole entry, looked up): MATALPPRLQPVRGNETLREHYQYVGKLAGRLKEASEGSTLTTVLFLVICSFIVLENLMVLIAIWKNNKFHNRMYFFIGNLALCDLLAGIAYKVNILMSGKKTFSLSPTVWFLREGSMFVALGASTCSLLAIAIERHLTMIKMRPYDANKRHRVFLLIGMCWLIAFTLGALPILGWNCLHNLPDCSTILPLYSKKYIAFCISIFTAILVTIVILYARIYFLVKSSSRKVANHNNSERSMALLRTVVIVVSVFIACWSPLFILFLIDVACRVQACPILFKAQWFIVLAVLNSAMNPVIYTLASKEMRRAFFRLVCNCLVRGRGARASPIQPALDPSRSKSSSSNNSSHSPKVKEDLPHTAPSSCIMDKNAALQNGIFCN
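Assay system: CHO cells stably expressing human S1P3, Gα16 and NFAT-β-lactamase reporter. Timing: overnight plating, 4 h compound 37 °C, 2 h substrate RT. Signal: β-lactamase FRET emission ratio 460/535 nm. Measure: percent activation versus median 1 µM S1P response, basal-subtracted, per plate. Repeats: primary screen single test, confirmation screen in triplicate.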
M1 agonist = agonists of M1 muscarinic receptor; B-score at 10 µM; hit rate 3% among 64,000; CHO-M1 cells, Fluo-4 calcium fluorescence, agonist mode; active compounds read high;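 active = fluorescence rise, raw or as B-score row- and column-corrected plate score, outside the 99.7% band of its plate's samples, either direction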
HEK293 NFkB inh = inhibitors of the PMA/ionomycin-induced NF-kB reporter in HEK293 cells. HEK-293 NF-kB luciferase reporter, luminescence. inhibition, % at 3 µM. hit rate 0.21% among 62,000;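 active = inhibition above the mean of all tested compounds plus 3 SD, cut at about 40% in these data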;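 also: 0% = stimulated DMSO wells and 100% = 10 µM reference inhibitor 5653914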
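Timing: 1 h pretreatment, 16 h stimulation, 37 °C; system: HEK-293 cells with stable firefly luciferase reporter driven by four HIV NF-kB elements; doses: 3 µM once, 0.30% DMSO; measured by: luciferase luminescence; control set: DMSO and 10 µM reference inhibitor; repeats: single test; reagent: PMA plus ionomycin mix as NF-kB-activating stimulus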
M1 antagonist = blocks the rat M1 muscarinic receptor response to acetylcholine; P08482; CHO-M1 cells, Fluo-4 calcium, ACh EC80 antagonist mode; active compounds read low; B-score at 10 µM; hit rate 3.4% among 64,000; AID 628;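 active = calcium fluorescence response, raw or row-and-column corrected B-score, differing from the plate sample mean either way at a set confidence level, mostly lower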
TNAP act DEA = human TNAP activation, intermediate phosphate acceptor; activation factor at 20 µM; P05186; purified TNAP, CDP-star luminescence, 100 mM DEA, 30 min; active compounds read high; scale: 0 levamisole-inhibited, 1 vehicle-only enzyme; AID 813; 64,000 tested, under 10 active;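 active = activation factor of at least 2 at 20 µM, relative to controls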
Ec RNAP inh = Escherichia coli RNA polymerase inhibition | inhibition, %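 (tested at 10 µM)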 | hit rate 0.2% among 62,000 | E. coli RNA polymerase, fluorescence transcription assay; in the data active = inhibition above about 20%;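 also: 0% = enzyme without compound and 100% = no enzyme blank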
Jurkat tox 60K = reduces viability or proliferation of Jurkat cells; inhibition, % at 4 µM; AID 463; hit rate 1.2% among 56,000; Jurkat E6.1 viability, ATP luminescence, 48 h;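 active = inhibition above the mean inhibition of all tested compounds plus 3 SD, cut at about 28% in these data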
S1P1 ag-PAM = activates or potentiates agonism at human S1P1 receptor; S1P1 CRE-bla cells, forskolin, beta-lactamase FRET, potentiator mode; S1P1 agonist co-added at EC20, 2 nM; 100% = saturating reference agonist, 0% = basal; P21453; activation, % at 9.5 µM; hit rate 0.57% among 56,000; AID 449;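 active = activation above a cutoff set at the mean activation of all tested compounds plus 3 SD, cut at about 54% in these data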;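 also: forskolin at 4 µM as EC80 and the EC20 agonist is SEW2871; 100% = SEW2871 at its EC100 plus forskolin at EC80; some compounds past the cut are filed as inactive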
D1 mod = D1 dopamine receptor (human) allosteric modulation. P21728. HEK293 D1, CRE-luciferase, dopamine EC30 potentiation; actives deviate in either direction. B-score at 10 µM. hit rate 5.9% among 58,000;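 active = luminescence count or its row- and column-corrected plate score outside the 99.7% band of the plate's sample wells, on either side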
Target sequence (P21728 whole entry, looked up): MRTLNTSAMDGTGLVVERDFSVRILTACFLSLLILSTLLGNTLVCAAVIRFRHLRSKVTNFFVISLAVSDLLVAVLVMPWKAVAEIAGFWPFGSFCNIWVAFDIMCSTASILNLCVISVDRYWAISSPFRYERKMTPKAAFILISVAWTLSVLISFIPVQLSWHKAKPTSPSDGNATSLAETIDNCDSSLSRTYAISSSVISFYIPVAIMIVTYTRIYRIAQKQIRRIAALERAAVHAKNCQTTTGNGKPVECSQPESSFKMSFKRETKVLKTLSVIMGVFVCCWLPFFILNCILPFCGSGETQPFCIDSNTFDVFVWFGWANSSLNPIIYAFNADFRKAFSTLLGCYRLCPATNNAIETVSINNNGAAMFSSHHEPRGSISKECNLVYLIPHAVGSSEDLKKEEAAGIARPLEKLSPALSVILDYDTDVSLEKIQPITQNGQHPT
* marks the source's active call; other numbers are inactive results; . = no result given.

Molecule | S1P3 ag | M1 agonist | HEK293 NFkB inh | M1 antagonist | TNAP act DEA | Ec RNAP inh | Jurkat tox 60K | S1P1 ag-PAM | D1 mod
COc1ccc(Br)cc1CNC(=O)C1CCCN(c2nc3ccccc3o2)C1 (configuration not stated) | 1.4 | 0.11 | 16 | -0.21 | 0.9 | 10 | -2 | 22 | 0.025
Nc1nnnn1/N=C/C=C/c1ccccc1 | -0.8 | -0.041 | 7 | 0.72 | 0.9 | -1 | -3 | 15 | 0.23
COC(=O)C(C(=O)OC)=C(/C=C/N(C)C)N(C)C | -1.1 | -1 | 5 | 2.1 | 0.9 | 8 | -9 | . | -0.34
Cc1nc2ncnn2c(C)c1CCC(=O)NCCC1=CCCCC1 | -0.7 | 0.25 | 9 | -0.02 | 1 | 0 | -2 | 7 | -0.47
CCc1nnc(NC(=O)CSc2nnc(-c3ccccc3NC(=O)c3ccccc3)o2)s1 | -0.3 | 1 | 3 | -0.18 | 0.9 | . | 0 | 2 | -0.36
CCNCc1cc2cc(C)ccc2[nH]c1=O | -4.4 | 0.1 | . | -0.053 | 0.9 | 10 | . | 23 | 0.15
COc1ccc(C(C)=O)cc1COC(=O)c1cc(C)oc1C | -1.5 | -0.57 | 5 | -0.89 | 1 | -3 | 5 | -3 | 1.1
Cc1cc(=O)oc(C)c1C(=O)OCC(=O)c1ccccc1 | -2.1 | 0.14 | 19 | 0.23 | 0.9 | 6 | 10 | -16 | -0.43
O=C1CCC2CCCCC2(O)O1 (configuration not stated) | -0.8 | -0.31 | 7 | 0.28 | 0.9 | 10 | -3 | -12 | -0.12
Cc1ccc(-n2nc3ccc(N)cc3n2)cc1 | -0.2 | -0.13 | -37 | -0.67 | 0.9 | -4 | 10 | 9 | -4.4*
COc1ccccc1NC(=O)Cn1c(=O)oc2ccccc21 | -0.6 | -0.79 | -2 | -0.97 | 0.9 | 7 | -2 | . | 0.026
CC(C)(C)OC(=O)NCCC(=O)Oc1ccc2ccc(=O)oc2c1 | -3.8 | -0.24 | . | -0.46 | 0.9 | . | . | -8 | .
Cc1cc(=O)oc2cc(OCCSCCN3CCOCC3)ccc12 | 1.2 | 0.092 | . | -0.57 | 0.9 | 10 | . | 3 | 0.0039
CC(=O)c1c(C)nc(-c2ccc(Cl)cc2)nc1NC(=O)C(C)C | -1.1 | 1.1 | 25 | -0.00053 | 0.9 | 5 | 10 | -13 | -0.4
Cc1ccc(-c2nc(CSCC(=O)N3CCN(C(=O)c4ccco4)CC3)c(C)o2)cc1 | -0.5 | -2 | -4 | 0.38 | 1.1 | 5 | -2 | 11 | 0.016
CCCCOC(=O)C1C2C=C[C@]3(CN(CCCOC)C(=O)[C@H]13)O2 (some centres not stated) | 0.7 | 0.11 | 5 | 0.01 | 0.9 | 4 | 2 | -8 | 0.97
CCc1ccccc1NC(=O)C(Cc1cccc(OC)c1OC)c1nn[nH]n1 (configuration not stated) | -0.7 | 0.47 | 10 | -0.084 | 0.9 | 4 | -6 | -7 | -0.41
CCCc1[nH]nc2c1C(c1c(C)nn(-c3ccccc3)c1Cl)C(C#N)=C(N)O2 (configuration not stated) | -5.7 | 6.1 | . | -0.56 | 0.8 | 2 | . | 0 | -0.0083
O=C(NC1CCSC1=O)c1ccc(Cl)cc1 (configuration not stated) | . | 0.059 | . | -0.59 | 0.8 | 8 | . | . | -0.5
CCOC(=O)c1ccc(NC(=O)CS(=O)(=O)c2cn(CC)c3ccccc23)cc1 | . | 1.7 | 8 | -0.42 | 0.9 | 6 | . | . | .
COc1cc(CO)cc(Br)c1OCC(=O)N1CCCCC1 | 0.0 | -0.22 | 15 | 0.012 | 0.9 | 7 | 0 | -3 | .
Cc1cccc(N2CCN(C(=O)c3ccncc3)CC2)c1C | -0.4 | 0.019 | 16 | -0.081 | 0.9 | 8 | 60* | . | 1.1
O=C(O)c1ccc(CSc2nnc(-c3ccco3)o2)cc1 | -0.5 | 1.6 | 14 | -0.73 | 1 | -3 | -3 | -14 | .
O=C(C1CCCN(S(=O)(=O)c2cccc3nonc23)C1)N1CCC(Cc2ccccc2)CC1 (configuration not stated) | . | 0.014 | 12 | -0.26 | 0.9 | 0 | . | . | -0.29
COc1ccc2[nH]c(=O)c(CN(CCCN3CCOCC3)C(=O)NCc3ccccc3)cc2c1 | -1.3 | -0.13 | 8 | 0.28 | 1 | 5 | 8 | -11 | -0.18
O=C1C2CC=CCC2C(=O)N1CC(=O)N(Cc1ccccc1)C1CCS(=O)(=O)C1 (configuration not stated) | -0.7 | -0.44 | 10 | -0.26 | 1 | 4 | -4 | -6 | -1
OC(COc1cccc(OCC(O)CN2CCCC2)c1)CN1CCCC1 (configuration not stated) | . | 0.5 | . | -0.068 | 0.9 | 5 | . | . | -0.37
CCOC(=O)c1ccc(NC(=O)Cn2nnc(-c3ccc(F)cc3)n2)cc1 | -0.3 | . | 23 | . | 0.9 | -1 | -1 | 16 | -2.1
CC(C)=CC(=O)Nc1ccccc1C(N)=O | -0.9 | 0.77 | 17 | 1 | 0.9 | 5 | 12 | 8 | 0.54
CCn1cnc2sc(-c3ccccc3)cc2c1=O | -1.5 | 1.1 | -22 | -0.28 | 0.9 | -5 | 5 | -7 | -0.062

The final 2 records of the part above open the next one:
Molecule | S1P3 ag | M1 agonist | HEK293 NFkB inh | M1 antagonist | TNAP act DEA | Ec RNAP inh | Jurkat tox 60K | S1P1 ag-PAM | D1 mod
CC(C)=CC(=O)Nc1ccccc1C(N)=O | -0.9 | 0.77 | 17 | 1 | 0.9 | 5 | 12 | 8 | 0.54
CCn1cnc2sc(-c3ccccc3)cc2c1=O | -1.5 | 1.1 | -22 | -0.28 | 0.9 | -5 | 5 | -7 | -0.062
Cc1ccc(Cn2c(CN3CCOCC3)nc3c2c(=O)[nH]c(=O)n3C)cc1 | -0.5 | -0.69 | 18 | -1.4 | 1 | 0 | 12 | -16 | .
Cc1ccc(NC(=O)c2ccco2)cc1C | -1.6 | -0.71 | -25 | 0.8 | 0.9 | 7 | 9 | -4 | -1.5
O=C(NCCCN1CCOCC1)c1ccc(CS(=O)(=O)c2c(Cl)cccc2Cl)o1 | 0.8 | 0.29 | 13 | 0.09 | 0.8 | 2 | -8 | -15 | -0.056
COC(=O)c1ccc(Cn2nnc3c(sc4nc(N5CCOCC5)c5c(c43)CCCC5)c2=O)o1 | -0.5 | -1.5 | . | 0.12 | 0.9 | 4 | . | -58 | .
c1ccc(N2CCN(c3nnnn3-c3ccccc3)CC2)cc1 | -0.1 | 0.24 | 11 | -0.0021 | 1 | 6 | -9 | . | 0.11
CN(C)S(=O)(=O)c1ccc(C(=O)Nc2ccc(CCC(=O)N3CCCC3)cc2)cc1 | 0.5 | 0.039 | -3 | 0.5 | 0.9 | 3 | 6 | 5 | -1
CC(=O)NC12CC3CC(C1)CC(C(=O)Nc1nccs1)(C3)C2 | -0.9 | 0.97 | -2 | 0.02 | 1 | 2 | -2 | -8 | 0.17
CCOC(=O)Cc1[nH]nc2c1C(c1cc(OC)ccc1OC)C(C#N)=C(N)O2 (configuration not stated) | 0.0 | 0.7 | . | 0.3 | 0.9 | 5 | . | 9 | .
Cc1c(C(=O)Nc2ccccn2)oc2ccccc12 | -0.5 | 0.003 | -32 | 0.081 | 0.8 | 7 | 2 | -14 | 0.0015
Cc1ccccc1NC(=O)C1CCCN(S(=O)(=O)c2cnc[nH]2)C1 (configuration not stated) | -0.7 | 0.65 | 16 | 0.18 | 0.8 | 2 | -1 | 5 | 0.4
COc1nc(N)nc(CC(=O)C2CC2)n1 | -1.0 | 0.063 | 8 | 0.00041 | 0.9 | 1 | 8 | -31 | -0.47
COCCOC(=O)c1[nH]c2c(c1C)C(=O)CC(c1ccc(N(C)C)cc1)C2 (configuration not stated) | -0.3 | -0.016 | 5 | 0.15 | 0.9 | -6 | -4 | -3 | -1.2
O=C(CSc1nncs1)NC(=O)NCc1ccccc1 | 0.8 | -2.1 | 1 | -0.0083 | 0.9 | -2 | 2 | 15 | 0.013
O=C(Nc1ccccc1C(F)(F)F)c1ccc(F)c(S(=O)(=O)N2CCOCC2)c1 | . | -0.28 | 11 | -0.33 | 0.9 | . | . | . | 1.7
COc1cccc(NC(=O)C2CCCN(S(=O)(=O)c3cccc4cccnc34)C2)c1 (configuration not stated) | 0.5 | 3.1* | 9 | 0.15 | 0.8 | 8 | -1 | -22 | 4.4
COc1cccc(N2C(=O)C(CC(=O)Nc3ccccc3)N(C3CCCCC3)C2=O)c1 (configuration not stated) | . | 0.054 | 16 | 0.18 | 1.1 | 6 | . | . | -7.4*
Cn1c(=O)c(-c2ccccc2)nn2c3ccccc3nc12 | -0.6 | 0.6 | 7 | 0.42 | 0.9 | 10 | 0 | -10 | 2
CCOC(=O)C1CCN(c2cc(=O)n(C3CCCCC3)c(=O)[nH]2)CC1 | -1.5 | -0.12 | 18 | 0.55 | 0.9 | 6 | 4 | -24 | 0.23
Cc1nc(C)n(CC(O)COc2ccc3c(c2)CCC3)n1 (configuration not stated) | -0.8 | 0.83 | 23 | 1.3 | 1 | 0 | -2 | -21 | -0.15
CCCS(=O)(=O)N1CCCC(C(=O)NCCCN2CCN(c3cccc(Cl)c3)CC2)C1 (configuration not stated) | 0.2 | -0.97 | 11 | -0.057 | 1 | 3 | 16 | 4 | -1.8
O=C(CSc1cc(Cl)ccc1Cl)NCC1CCCO1 (configuration not stated) | -0.2 | 0.084 | 24 | -0.05 | 1 | 7 | -4 | -33 | 0.94
COc1c(F)c(F)c(C(=O)Nc2ccccc2N2CCN(C(C)=O)CC2)c(F)c1F | -0.5 | -0.36 | 16 | 0.32 | 1 | 1 | 14 | 8 | -0.13
CC(=O)Nc1cccc(Oc2cc(C#N)c(C#N)cc2N2CCOCC2)c1 | -0.4 | 0.0039 | 9 | 0.15 | 0.9 | 2 | 1 | . | 11*
CCN(C(=O)CN1CCN(C)CC1)c1cccc2ccccc12 | -1.4 | -1.2 | -3 | -0.33 | 0.9 | 6 | -3 | 24 | -0.57

Some of these compounds in order of the M1 antagonist value, low to high:
molecule	M1 antagonist
Cc1cc(=O)oc2cc(OCCSCCN3CCOCC3)ccc12	-0.57
CCCCOC(=O)C1C2C=C[C@]3(CN(CCCOC)C(=O)[C@H]13)O2 (some centres not stated)	0.01
CC(=O)Nc1cccc(Oc2cc(C#N)c(C#N)cc2N2CCOCC2)c1	0.15
Cc1cc(=O)oc(C)c1C(=O)OCC(=O)c1ccccc1	0.23
O=C1CCC2CCCCC2(O)O1 (configuration not stated)	0.28

One compound at a time, from the list above. Values in the order: S1P3 ag | M1 agonist | HEK293 NFkB inh | M1 antagonist | TNAP act DEA | Ec RNAP inh | Jurkat tox 60K | S1P1 ag-PAM | D1 mod
O=C(CSc1nncs1)NC(=O)NCc1ccccc1 in the list: 0.8 | -2.1 | 1 | -0.0083 | 0.9 | -2 | 2 | 15 | 0.013
CCCS(=O)(=O)N1CCCC(C(=O)NCCCN2CCN(c3cccc(Cl)c3)CC2)C1 (configuration not stated) in the list: 0.2 | -0.97 | 11 | -0.057 | 1 | 3 | 16 | 4 | -1.8

Outcome played no part in choosing rows; any-hit rate near 12%.
